From PubChem
CD11b adhes inh – inhibitors of CD11b/CD18 adhesion to fibrinogen, primary screen, K562 cells, luminescence | Integrin beta-2 (Homo sapiens) + Integrin alpha-M (Homo sapiens), P05107+P11215 | ATPlite luminescence; Mn2+ added to activate the integrin | inhibition, % at 10 µM | 0.54% of 93,000 active | AID 1497, 2009;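 active = primary inhibition of 50% or more at 10 µM, then 40% or more on retest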; also: some results filed as inactive read as strong as hits
CYP2C9 activ – human CYP2C9 activators, primary screen, biochemical, luminescence; activation factor at 5 µM; Cytochrome P450 2C9 (Homo sapiens), P11712; AID 1024, 2008; 1.4% of 96,000 active; recombinant CYP2C9, luciferin-H conversion; active compounds read high; factor 1 = untreated enzyme, 0 = blocked;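 active = activation factor of 2 or more for CYP2C9 at a 5 µM dose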;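 also: 0 = sulfaphenazole-blocked wells and 1 = vehicle-only wells; values of inactives mirror those of a sister screen read the other way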
Target sequence (P11712 whole entry, looked up): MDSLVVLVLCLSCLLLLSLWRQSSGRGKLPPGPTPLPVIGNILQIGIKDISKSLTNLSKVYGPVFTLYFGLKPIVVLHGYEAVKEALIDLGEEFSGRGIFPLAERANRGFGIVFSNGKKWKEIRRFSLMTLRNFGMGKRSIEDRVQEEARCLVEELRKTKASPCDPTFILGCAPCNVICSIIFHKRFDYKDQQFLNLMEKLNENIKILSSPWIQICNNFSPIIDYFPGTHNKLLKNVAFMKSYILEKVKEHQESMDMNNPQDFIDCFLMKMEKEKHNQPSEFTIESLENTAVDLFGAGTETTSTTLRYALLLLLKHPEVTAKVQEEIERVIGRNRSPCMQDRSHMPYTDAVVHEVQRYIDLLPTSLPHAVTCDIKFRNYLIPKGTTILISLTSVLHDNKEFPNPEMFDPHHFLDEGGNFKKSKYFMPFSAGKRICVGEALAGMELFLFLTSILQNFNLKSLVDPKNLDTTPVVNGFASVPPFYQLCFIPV
Pyk2 oligo antag – antagonists of Pyk2 self-association, primary screen, Q293 cells, FERM NanoBiT luminescence, HTS; Protein-tyrosine kinase 2-beta (Homo sapiens), Q14289; active compounds read low; 0.83% of 99,000 active; z-score (the deposit names both 25 µM and 10 µM);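 active = Z-score of -3 or lower, scaled per plate to the spread of control and sample wells; inactive = z-score above -3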;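 also: negative z-score means lost luminescence so less FERM oligomerization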
CYP2C19 act – human CYP2C19 activators, primary screen, biochemical, luminescence; activation factor at 5 µM; 96,000 tested, under 10 active; recombinant CYP2C19, luciferin-H EGE luminescence; active compounds read high; 0 = fully inhibited enzyme, 1 = untreated enzyme;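 active = activation factor of at least 2 at 5 µM in the primary screen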;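 also: 0 = wells with 2.5 mM tranylcypromine and 1 = vehicle-only wells; values of inactives mirror those of a sister screen read the other way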
Target sequence (P33261 whole entry, looked up): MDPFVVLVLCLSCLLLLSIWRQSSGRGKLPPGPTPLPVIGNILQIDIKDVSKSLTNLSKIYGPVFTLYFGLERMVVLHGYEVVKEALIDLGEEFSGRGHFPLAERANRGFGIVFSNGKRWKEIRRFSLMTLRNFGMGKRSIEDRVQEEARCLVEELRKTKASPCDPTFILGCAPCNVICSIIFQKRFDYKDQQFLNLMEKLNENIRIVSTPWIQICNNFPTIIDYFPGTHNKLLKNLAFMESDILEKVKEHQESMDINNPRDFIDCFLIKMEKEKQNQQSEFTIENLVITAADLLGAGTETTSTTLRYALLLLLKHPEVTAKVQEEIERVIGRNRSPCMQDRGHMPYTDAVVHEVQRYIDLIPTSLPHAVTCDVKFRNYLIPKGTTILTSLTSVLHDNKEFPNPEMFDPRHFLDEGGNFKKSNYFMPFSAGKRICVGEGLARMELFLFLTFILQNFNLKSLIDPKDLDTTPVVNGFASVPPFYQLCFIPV
CYP2C9 inh – blockers of cytochrome P450 2C9 activity – biochemical, luminescence, ADME assay, primary screen; P11712; CYP2C9 Supersomes, luciferin-H conversion; inhibition, % at 5 µM; 20% of 96,000 active; AID 777, 2007;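 active = blocking of liver enzyme CYP2C9 beyond about 50% at 5 µM, limit read from the data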; also: values of inactives mirror those of a sister screen read the other way
Mac1 fbg enh – enhancers of CD11b/CD18 adhesion to fibrinogen, primary screen, K562 cells, luminescence; AID 1499, 2009; 0.07% of 93,000 active; ATPlite luminescence; Integrin beta-2 (Homo sapiens) + Integrin alpha-M (Homo sapiens), P05107+P11215; activation, % at 10 µM;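 active = 10 µM primary screen giving 50% or more activity, confirmed by 40% or more on retest at that dose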; also: strong numbers were not always called active; reference of the scale not given here
MT1-MMP txn act – MT1-MMP promoter reporter activation – cell-based, luciferase luminescence, primary screen; 0.16% of 86,000 active; HT1080 MT1-MMP promoter luciferase reporter, overnight; active compounds read high; activation factor at 10 µM; AID 750, 2007;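 active = activation factor of at least 2 for MT1-MMP transcription at 10 µM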
CYP2C19 inh – blockers of cytochrome P450 2C19 activity – biochemical, luminescence, ADME assay, primary screen | inhibition, % at 5 µM | P33261 | 21% of 96,000 active | CYP2C19 Supersomes, luciferin-H EGE luminescence, 30 min;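 active = CYP2C19 inhibition above a set limit at 5 µM in the primary screen, cut at about 50% in these data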;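 also: plate controls were negative control wells for no effect and 2.5 mM tranylcypromine positive control for full effect; values of inactives mirror those of a sister screen read the other way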
PLAP act – PLAP enzyme activators, biochemical, luminescence, HTS; Alkaline phosphatase, placental type (Homo sapiens), P05187; 1.2% of 96,000 active; purified PLAP enzyme, luminescent substrate read-out; active compounds read high; AID 696, 2007; activation fold at 20 µM; in the data active = activation fold above about 2
An asterisk follows results filed as active.

How did FC(F)(F)c1nc(-c2ccncc2)ncc1-c1nnnn1-c1ccccc1 do in these assays?
CD11b adhes inh: 7.9; CYP2C9 activ: 0.3; Pyk2 oligo antag: 0.52; CYP2C19 act: 0; CYP2C9 inh: 74.3*; Mac1 fbg enh: 1.7; CYP2C19 inh: 100.6*; PLAP act: 1.1

What do the screens show for `O=C(NCCCN1CCOCC1)c1cc2ccccc2oc1=O`?
CD11b adhes inh: -10.4; CYP2C9 activ: 1; Pyk2 oligo antag: 0.79; CYP2C19 act: 1; CYP2C9 inh: -1.8; Mac1 fbg enh: 6.5; MT1-MMP txn act: 1.2; CYP2C19 inh: -2.9; PLAP act: 1.1

What do the screens show for `O=C(CCN1C(=O)C2C3C=CC(C3)C2C1=O)NCCN1CCCc2ccccc21` (centres undefined)?
CD11b adhes inh: 3.6; CYP2C9 activ: 1.2; Pyk2 oligo antag: 1.07; CYP2C19 act: 0.9; CYP2C9 inh: -20.7; Mac1 fbg enh: 2.9; MT1-MMP txn act: 1.1; CYP2C19 inh: 8.5; PLAP act: 0.9

How did C/C(=C(\C#N)C(=O)NCCN1CCOCC1)N(C)C do in these assays?
CD11b adhes inh: -29.8; CYP2C9 activ: 1.1; Pyk2 oligo antag: -0.29; CYP2C19 act: 1; CYP2C9 inh: -5.9; Mac1 fbg enh: 0.7; MT1-MMP txn act: 1.1; CYP2C19 inh: -2.0; PLAP act: 1.5

What do the screens show for `CCC(=O)N1CCc2cc(S(=O)(=O)NC(C(=O)N3CCc4ccccc4C3)C(C)C)ccc21` (centres undefined)?
CD11b adhes inh: -2.4; CYP2C9 activ: 0.7; Pyk2 oligo antag: 0.95; CYP2C19 act: 1; CYP2C9 inh: 27.0; Mac1 fbg enh: -2.0; MT1-MMP txn act: 0.9; CYP2C19 inh: 4.8; PLAP act: 1.2

What do the screens show for `Cc1c(Cl)cccc1Nc1nc(N)nc(CN2CCCCCC2)n1`?
CD11b adhes inh: -3.4; CYP2C9 activ: 1; Pyk2 oligo antag: 0.07; CYP2C19 act: 1; CYP2C9 inh: -4.5; Mac1 fbg enh: 1.4; CYP2C19 inh: 0.9; PLAP act: 1.2

What do the screens show for `Cc1cc(C(=O)OCC(=O)NC(C)(C)C)c2ccccc2n1`?
CD11b adhes inh: 9.0; CYP2C9 activ: 1.4; Pyk2 oligo antag: 0.35; CYP2C19 act: 1.1; CYP2C9 inh: -44.6; Mac1 fbg enh: -3.8; MT1-MMP txn act: 1; CYP2C19 inh: -7.4; PLAP act: 1.3

How did Cc1cc(C)n(CC(=O)n2c3ccccc3c3ccccc32)n1 do in these assays?
CD11b adhes inh: 21.0; CYP2C9 activ: 0.8; Pyk2 oligo antag: 0.19; CYP2C19 act: 0.7; CYP2C9 inh: 17.0; Mac1 fbg enh: 0.3; MT1-MMP txn act: 1.1; CYP2C19 inh: 30.0; PLAP act: 0.9

Results for CC(=O)Nc1ccc2c(c1)CCC2=O ?
CD11b adhes inh: -20.1; CYP2C9 activ: 1.2; Pyk2 oligo antag: -0.06; CYP2C19 act: 1.1; CYP2C9 inh: -16.8; Mac1 fbg enh: -3.2; CYP2C19 inh: -14.8; PLAP act: 0.9

What do the screens show for `COc1ccc(-c2nnn(CC(=O)N(Cc3cccs3)C(C)C(=O)NC3CCCC3)n2)cc1OC` (centres undefined)?
CD11b adhes inh: -10.3; CYP2C9 activ: 0.5; Pyk2 oligo antag: 0.77; CYP2C19 act: 0.4; CYP2C9 inh: 52.1*; Mac1 fbg enh: -0.8; MT1-MMP txn act: 1.1; CYP2C19 inh: 56.6*; PLAP act: 1.7

Results for O=C(c1cc(=O)c2ccccc2o1)N1CCCc2ccccc21 ?
CD11b adhes inh: -6.6; CYP2C9 activ: 0.7; Pyk2 oligo antag: -1.65; CYP2C19 act: 0.6; CYP2C9 inh: 29.6; Mac1 fbg enh: -1.8; MT1-MMP txn act: 1.1; CYP2C19 inh: 41.2; PLAP act: 1

Results for C/C=C(\C)CN1CCN(c2ccccc2)CC1 ?
CD11b adhes inh: -17.3; CYP2C9 activ: 0.9; Pyk2 oligo antag: 0.66; CYP2C19 act: 0.5; CYP2C9 inh: 7.7; Mac1 fbg enh: -4.0; MT1-MMP txn act: 1.2; CYP2C19 inh: 45.2; PLAP act: 0.8

Results for CNC(=O)CN(c1cc(C)ccc1OC)S(=O)(=O)c1ccc(C)cc1 ?
CD11b adhes inh: -1.3; CYP2C9 activ: 0.9; Pyk2 oligo antag: 0.06; CYP2C19 act: 0.9; CYP2C9 inh: 7.2; Mac1 fbg enh: 3.4; MT1-MMP txn act: 1.1; CYP2C19 inh: 10.6; PLAP act: 1

How did CC(C)(C)OC(=O)N1CCCC1C(=O)N1CCCC1C(=O)N1CCCC1C(=O)O (centres undefined) do in these assays?
CD11b adhes inh: -30.8; CYP2C9 activ: 1.1; Pyk2 oligo antag: -0.52; CYP2C19 act: 1; CYP2C9 inh: -5.9; Mac1 fbg enh: 2.2; MT1-MMP txn act: 1.2; CYP2C19 inh: -1.0; PLAP act: 1.1

Results for CCn1c(C)csc1=NC(=O)c1ccccc1O ?
CD11b adhes inh: -7.5; CYP2C9 activ: 0.9; Pyk2 oligo antag: 0.05; CYP2C19 act: 0.6; CYP2C9 inh: 14.0; Mac1 fbg enh: 2.6; MT1-MMP txn act: 1.6; CYP2C19 inh: 39.9; PLAP act: 0.8

What do the screens show for `O=C(CNC(=S)NC(=O)c1ccco1)c1ccccc1`?
CD11b adhes inh: -9.7; CYP2C9 activ: 1.4; Pyk2 oligo antag: -0.82; CYP2C19 act: 0.9; CYP2C9 inh: -35.5; Mac1 fbg enh: -1.8; CYP2C19 inh: 5.5; PLAP act: 1.1

Results for O=C(Cc1c(C(=O)O)[nH]c2ccccc12)Nc1ccc2c(c1)OCO2 ?
CD11b adhes inh: -10.0; CYP2C9 activ: 0.8; Pyk2 oligo antag: -0.3; CYP2C19 act: 1; CYP2C9 inh: 23.9; Mac1 fbg enh: -7.1; MT1-MMP txn act: 0.9; CYP2C19 inh: 3.0; PLAP act: 1.2

Results for OCCN(Cc1ccccc1)Cc1ccc(Cl)cc1Cl ?
CYP2C9 activ: 0.4; Pyk2 oligo antag: -1.76; CYP2C19 act: 0; CYP2C9 inh: 57.0*; MT1-MMP txn act: 1.1; CYP2C19 inh: 95.2*; PLAP act: 1.1

What do the screens show for `O=C(Nc1ccccc1N1CCN(C(=O)c2ccc(Cl)cc2)CC1)c1cccnc1`?
CD11b adhes inh: -7.5; CYP2C9 activ: 0.1; Pyk2 oligo antag: -0.26; CYP2C19 act: 0.1; CYP2C9 inh: 93.1*; Mac1 fbg enh: 16.6; MT1-MMP txn act: 1; CYP2C19 inh: 88.0*; PLAP act: 1.4

What do the screens show for `COC(=O)c1sccc1NC(=O)c1ccc(C)o1`?
CYP2C9 activ: 0.9; Pyk2 oligo antag: -0.95; CYP2C19 act: 1; CYP2C9 inh: 5.5; MT1-MMP txn act: 1; CYP2C19 inh: 0.9; PLAP act: 1.1

The last 2 entries of the section before lead into the next:
What do the screens show for `O=C(Nc1ccccc1N1CCN(C(=O)c2ccc(Cl)cc2)CC1)c1cccnc1`?
CD11b adhes inh: -7.5; CYP2C9 activ: 0.1; Pyk2 oligo antag: -0.26; CYP2C19 act: 0.1; CYP2C9 inh: 93.1*; Mac1 fbg enh: 16.6; MT1-MMP txn act: 1; CYP2C19 inh: 88.0*; PLAP act: 1.4

What do the screens show for `COC(=O)c1sccc1NC(=O)c1ccc(C)o1`?
CYP2C9 activ: 0.9; Pyk2 oligo antag: -0.95; CYP2C19 act: 1; CYP2C9 inh: 5.5; MT1-MMP txn act: 1; CYP2C19 inh: 0.9; PLAP act: 1.1

What do the screens show for `COc1ccc(N(CC(=O)N/N=C/c2ccco2)S(=O)(=O)c2ccccc2)cc1`?
CD11b adhes inh: -20.5; CYP2C9 activ: 0.8; Pyk2 oligo antag: -0.2; CYP2C19 act: 0.4; CYP2C9 inh: 20.2; Mac1 fbg enh: 1.8; CYP2C19 inh: 60.2*; PLAP act: 1.1

What do the screens show for `COC(=O)CNC(=O)c1ccc(C)s1`?
CD11b adhes inh: 8.2; CYP2C9 activ: 1.2; Pyk2 oligo antag: 0.89; CYP2C19 act: 1.1; CYP2C9 inh: -17.8; Mac1 fbg enh: -1.4; CYP2C19 inh: -6.4; PLAP act: 1.2

Results for COc1ccc(C)cc1S(=O)(=O)N1CCC(C)CC1 ?
CD11b adhes inh: -6.8; CYP2C9 activ: 1.4; Pyk2 oligo antag: -0.82; CYP2C19 act: 0.7; CYP2C9 inh: -37.3; Mac1 fbg enh: -1.4; MT1-MMP txn act: 1.1; CYP2C19 inh: 31.6; PLAP act: 0.9

What do the screens show for `Cc1ccc(C2C3=C(CCCC3=O)Nc3nc(SCC(=O)NCc4ccco4)[nH]c(=O)c32)cc1` (centres undefined)?
CYP2C9 activ: 1; Pyk2 oligo antag: 0.51; CYP2C19 act: 1.2; CYP2C9 inh: 0.7; MT1-MMP txn act: 1; CYP2C19 inh: -15.5; PLAP act: 1.1

How did CCOc1cc(/C=N\NC(=O)c2ccc(NC(=O)C(C)(C)C)cc2)ccc1OC(=O)c1ccc(OC)cc1 do in these assays?
CD11b adhes inh: 5.1; CYP2C9 activ: 1; Pyk2 oligo antag: 1.07; CYP2C19 act: 1.1; CYP2C9 inh: -1.9; Mac1 fbg enh: 4.0; CYP2C19 inh: -8.6; PLAP act: 1.1

How did COCCNC(=O)c1onc(CSc2cccc(OC)c2)c1C(=O)O do in these assays?
CD11b adhes inh: 1.3; CYP2C9 activ: 0.7; CYP2C19 act: 1; CYP2C9 inh: 27.9; Mac1 fbg enh: 4.8; CYP2C19 inh: 1.1; PLAP act: 1

What do the screens show for `COC(=O)c1[nH]c(C)c(/C(O)=C2\C(=O)C(=O)N(CCN3CCOCC3)C2c2cccs2)c1C` (centres undefined)?
CD11b adhes inh: 2.5; CYP2C9 activ: 1; Pyk2 oligo antag: 0.08; CYP2C19 act: 1; CYP2C9 inh: 0.9; Mac1 fbg enh: -0.7; MT1-MMP txn act: 1.1; CYP2C19 inh: 0.2; PLAP act: 1.5

Results for CC(=O)c1cc2c(cc1NC(=O)Nc1cccc(Cl)c1)OCCO2 ?
CD11b adhes inh: -24.3; CYP2C9 activ: 1; Pyk2 oligo antag: -0.31; CYP2C19 act: 1; CYP2C9 inh: 4.5; Mac1 fbg enh: 5.3; MT1-MMP txn act: 1.2; CYP2C19 inh: -4.4; PLAP act: 0.8

How did C/C(=N\NC(N)=O)C1(C)CCCCC1 do in these assays?
CD11b adhes inh: -1.3; CYP2C9 activ: 1.2; Pyk2 oligo antag: 0.62; CYP2C19 act: 1.2; CYP2C9 inh: -16.5; Mac1 fbg enh: -0.5; MT1-MMP txn act: 1.1; CYP2C19 inh: -18.3; PLAP act: 0.8

What do the screens show for `CCN1CCN(C(=O)/C=C\C(=O)O)CC1`?
CD11b adhes inh: -19.5; CYP2C9 activ: 1; Pyk2 oligo antag: 0; CYP2C19 act: 1.1; CYP2C9 inh: -4.2; Mac1 fbg enh: -2.0; CYP2C19 inh: -10.4; PLAP act: 1

Results for CC(NC(=O)Cn1c(=O)[nH]c2ccsc2c1=O)C12CC3CC(CC(C3)C1)C2 (centres undefined) ?
CD11b adhes inh: -11.1; CYP2C9 activ: 1; Pyk2 oligo antag: -0.92; CYP2C19 act: 1.1; CYP2C9 inh: 0.5; Mac1 fbg enh: -2.8; MT1-MMP txn act: 1.1; CYP2C19 inh: -6.6; PLAP act: 0.8
